ERp5 inh: inhibitors of human ERp5. 0.05% of 350,000 active. Q15084. inhibition, % at 9.99 µM. ERp5 insulin aggregation, absorbance 650 nm, 90 min;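 active = mean replicate inhibition above about 25%, with every replicate also reaching it, limit read from the data, passing the limit was not always enough; inconclusive = only one of those two criteria met; inactive = neither criterion met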
Target sequence (Q15084 whole entry, looked up): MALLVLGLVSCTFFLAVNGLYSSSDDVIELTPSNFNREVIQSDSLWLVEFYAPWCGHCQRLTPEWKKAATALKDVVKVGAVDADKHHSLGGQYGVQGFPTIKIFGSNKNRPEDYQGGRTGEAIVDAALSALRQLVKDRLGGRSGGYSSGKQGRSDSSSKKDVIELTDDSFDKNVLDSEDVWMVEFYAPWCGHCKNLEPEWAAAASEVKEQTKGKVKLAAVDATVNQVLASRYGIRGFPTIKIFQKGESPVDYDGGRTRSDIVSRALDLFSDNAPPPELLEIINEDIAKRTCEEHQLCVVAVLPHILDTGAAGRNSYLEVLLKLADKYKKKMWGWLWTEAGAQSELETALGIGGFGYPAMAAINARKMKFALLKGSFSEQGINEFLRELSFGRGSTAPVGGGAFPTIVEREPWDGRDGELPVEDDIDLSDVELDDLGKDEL
DENV2 CPE rescue: DENV2-induced cell death inhibition | DENV2-infected cells, cytopathic effect rescue, plate reader | CPE inhibition, % at 9.99 µM | 1.7% of 350,000 active | AID 651640; in the data active = CPE inhibition above about 20%, passing the limit was not always enough; inconclusive = no clear call, values can overlap the other calls; tested in BHK-21 cells;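 note: 0% = median of neutral control wells and 100% = median of positive control wells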
Statin myotox sup: suppression of simvastatin myotoxicity; AID 602340; C2C12 myotubes + simvastatin, ATP luminescence, 48 h; scaled: DMSO 0, geranylgeraniol control 100; rescue of ATP level, % at 7.49 µM; 0.78% of 330,000 active;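 active = mean ATP rescue above about 67%, or every replicate alone reaching that limit, limit read from the data, passing the limit was not always enough; inconclusive = no clear call, values can overlap the other calls; inactive = mean under the limit and some replicate under it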;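 note: myotubes were challenged with 10 µM simvastatin during compound exposure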
S100A4 inh HTS: inhibitors of human S100A4 binding to myosin IIA peptide; S100A4/TAMRA-MyoIIA peptide fluorescence polarization; inhibition, % at 10.7 µM; 0.14% of 360,000 active;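 active = mean inhibition of at least 70% across replicates, with every replicate also reaching that level; inconclusive = mean inhibition reaches 70% but some replicates fall short; inactive = mean inhibition below 70%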
Target sequence (P26447 whole entry, looked up): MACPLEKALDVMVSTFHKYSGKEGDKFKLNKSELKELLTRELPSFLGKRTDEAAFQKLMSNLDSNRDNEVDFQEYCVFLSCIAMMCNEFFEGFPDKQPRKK
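Test system: S100A4 monomer protein; Medium: HEPES pH 7.2 with CaCl2, KCl, NaCl, DTT, Triton; Probe or stimulus: TAMRA-labelled myosin IIA heavy-chain peptide probe, 5 nM; Doses: one dose per compound; Times: polarization read 5 min after assay mix addition, stable 5–60 min; Benchmarks: neutral control DMSO, positive control TFP.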
PglD DTNB: PglD (C. jejuni) enzyme inhibition; purified PglD enzyme, DTNB colorimetric CoA detection; inhibition, % at 12.5 µM; 0.098% of 360,000 active; AID 602405; in the data active = inhibition above about 16%, passing the limit was not always enough; inconclusive = no clear call, values can overlap the other calls; note: strong numbers were not always called active
SIRT5 block: inhibitors of human sirtuin-5 desuccinylase | Q9NXA8 | inhibition, % at 15 µM | 1.1% of 330,000 active | AID 652115 | Purified SirT5, succinyl-peptide AMC, trypsin-coupled fluorescence; in the data active = inhibition above about 15%; inconclusive = no clear call, values can overlap the other calls
Target sequence (Q9NXA8 whole entry, looked up): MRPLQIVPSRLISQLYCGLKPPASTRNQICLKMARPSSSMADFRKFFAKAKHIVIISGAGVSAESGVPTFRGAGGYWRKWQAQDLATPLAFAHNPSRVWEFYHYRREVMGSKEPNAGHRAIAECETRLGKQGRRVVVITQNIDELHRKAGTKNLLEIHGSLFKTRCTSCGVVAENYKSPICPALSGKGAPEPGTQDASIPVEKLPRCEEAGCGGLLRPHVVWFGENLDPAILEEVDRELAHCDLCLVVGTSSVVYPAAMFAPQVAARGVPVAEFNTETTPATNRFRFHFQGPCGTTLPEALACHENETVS
E-sel inducer: induces E-selectin expression in human endothelial cells. P16581. HUVEC E-selectin immunofluorescence imaging; normalized: neutral wells 0, TNF-alpha wells 100. activation, % at 7.58 µM. 0.37% of 260,000 active. AID 686992;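 active = mean E-selectin-positive cell signal at least 10% of the positive control, reached in at least 60% of replicates, without over 20% cell loss; inconclusive = no rule given, readout overlaps actives, possibly toxicity-flagged; inactive = the rest, including those meeting only one limit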;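 note: in these data hits start at about 27%; measured in HUVEC primary endothelial cells; signal is the percent of cells scored E-selectin positive by PE staining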
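Read-out basis: % PE-positive cells; Test system: HUVEC primary endothelial cells; Technique: immunofluorescence imaging; Dosing: single-point compound dose.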
* = called active by the depositor; ? = inconclusive; nt = no result given; & = joins results of further samples.

SMILES | ERp5 inh | DENV2 CPE rescue | Statin myotox sup | S100A4 inh HTS | PglD DTNB | SIRT5 block | E-sel inducer
C[C@H](CO)N1C[C@H](C)[C@@H](CN(C)Cc2ccc(C(F)(F)F)cc2)OCCCC[C@H](C)Oc2ccc(NC(=O)Nc3cccc4ccccc34)cc2C1=O | nt | 0 | nt | nt | -2 | nt | 0.8
Cc1ccc(S(=O)(=O)c2c(C)cc(C)nc2N2CCCCC2)cc1 | -3 | nt | nt | 0 | nt | -3 | 1.9
CCOc1ccc(Cl)cc1-c1cc(C(=O)Nc2ccc(OC)cc2OC)[nH]n1 | 5 | 15 | -1 | 0 | -2 | nt | 1.3
Cc1ccc(-n2[nH]c(C)c(C=Nc3ccc(S(=O)(=O)Nc4nc(C)cc(C)n4)cc3)c2=O)c(C)c1 | 1 | 5 | nt | -19 | nt | nt | nt
CC(C)N(CCNC(=O)c1ccc(OCC2CCCO2)cc1)C(C)C (stereo not given) | 0 | 3 | -12 | -3 | -2 | -4 | 0.4
COc1ccc(-c2nc(C#N)c(NCc3ccccc3Cl)o2)cc1OC | 7 | nt | nt | 4 | nt | -3 | nt
CS(=O)(=O)N(CC(=O)Nc1cccc([N+](=O)[O-])c1)c1ccccc1F | -4 | -9 | nt | 0 | nt | -1 | nt
Oc1ccc(C=NC2CCCCC2)c(O)c1 | 10 | 4 | nt | -5 | nt | -5 | nt
O=C(CN1C(=O)NC2(CCCc3ccccc32)C1=O)NCCc1ccc(F)cc1 (stereo not given) | 0 | -4 | 2 | 0 | 4 | nt | 0.2
O=C(Nc1ccccc1NC(=O)c1csnn1)c1csnn1 | 3 | -4 | nt | -2 | nt | 1 | nt
Cc1ccc(CNC(=O)N2CCN(c3ccc(C)cc3)CC2)cc1 | 0 | -4 | 7 | -2 | -142 | -1 | 0.3
COC(=O)[C@]12C[C@H](CC(=O)NCCCN3CCCC3=O)C(=O)N(CCC3=CCCCC3)C1=C[C@H](C(C)(C)C)O[C@@H]2C | 5 | -2 | nt | -1 | nt | nt | -0.2
O=C(CN1CCCCCC1)NCc1ccccc1 | 1 | 2 | 3 | 0 | -2 | -2 | nt
CCC(=O)N[C@@H]1CC[C@H](CCNC(=O)Nc2ccc(F)cc2)O[C@@H]1CO | 4 | -2 | -4 | 13 | -1 | -1 | -0.1
O=C(C[C@H]1C=C[C@H](NC(=O)C2CC2)[C@@H](CO)O1)NCc1ccccc1Cl | 8 | 15 | 8 | -3 | 5 | 2 | 0.4
COc1ccc(N2C(=O)CC(N(CCc3ccccc3)C(=O)c3ccccc3)C2=O)cc1 (stereo not given) | 2 | -3 | nt | 7 | nt | -1 | -0.2
O=C(O)C(c1ccccc1)N1C(=O)/C(=C/c2cccs2)SC1=S (stereo not given) | ? | -1 | 12 | -7 | nt | 8 | nt
COc1ccc(S(=O)(=O)n2nc(OC(=O)c3cccs3)cc2NC(=O)c2cccs2)cc1 | 12 | -14 | 3 | 1 | 0 | nt | nt
CCCN(CC(=O)Nc1ccc(C(C)=O)cc1)CC(=O)Nc1ccccc1C | 1 | 2 | nt | -1 | nt | 0 | nt
CC1CC(C)CN(S(=O)(=O)c2cccc3nonc23)C1 (stereo not given) | 1 | 0 | nt | 0 | 0 | -6 | 0.5
COc1ccc(C(C#N)=Cc2ccc(N(C)CCC#N)cc2)cc1 | 0 | 0 | -26 | 25 | -1 | 3 | 0.4
COc1ccc2oc(C(=O)OCC(=O)Nc3cccc(S(=O)(=O)N4CCOCC4)c3)c(C)c2c1 | 6 | 12 | -15 | -5 | 0 | 0 | 0.2
COc1ccc(CNC(=O)c2ccc(S(=O)(=O)N3CC(C)CC(C)C3)cc2)cc1OC (stereo not given) | 1 | -5 | 2 | -4 | nt | -1 | 0.0
O=[N+]([O-])c1ccc(COP(=O)(O)OCc2ccc([N+](=O)[O-])cc2)cc1 | 8&4 | ? | 7&-2 | -1&-3 | 0&4 | -6 | -1.2&0.0
Cc1noc(C)c1NC(=O)Nc1ccc2c(c1)C(=O)N([C@H](C)CO)C[C@H](C)[C@@H](CN(C)S(=O)(=O)c1ccccc1)OCCCC[C@H](C)O2 | -2 | -3 | nt | -3 | 0 | 4 | -0.2
O=C(Nc1ccccc1Cl)c1ccc2nc(N3CCOCC3)sc2c1 | -4 | 4 | -17 | 0 | nt | nt | ?
CCCN(C(=O)COC(=O)CNC(=O)c1ccc2ccccc2c1)c1c(N)n(Cc2ccccc2)c(=O)[nH]c1=O | 14 | -7 | -8 | -1 | 3 | 0 | -1.1
C[C@@H]1CN([C@@H](C)CO)C(=O)c2cc(NC(=O)c3ccccc3)ccc2O[C@@H](C)CCCCO[C@H]1CN(C)S(=O)(=O)c1ccc(Cl)cc1 | 3 | 6 | nt | 0 | -2 | -1 | -0.1
CC(C)CC#Cc1ccc2c(c1)O[C@@H](CN(C)Cc1ccc(F)cc1)[C@@H](C)CN([C@@H](C)CO)S2(=O)=O | 2 | 8 | -55 | -21 | 1 | 1 | 0.0
CC(=O)c1sc2c(c1OC(=O)c1ccccc1)c(=O)n(-c1ccccc1)c(=S)n2-c1ccccc1 | 2 | 1 | nt | 2 | nt | -2 | 0.5
CCOc1ccc(Br)cc1C1=CC(=O)C[C@H](c2ccc(OC)cc2)C1 | -3 | 13 | -40 | 1 | -3 | nt | 1.0
O=C(Cn1c(-c2ccccc2)c[n+]2ccsc12)c1ccc(Br)cc1 | 6 | -6 | -109 | 1 | 6 | -4 | nt
CCN(CC)C(=O)c1[nH]cnc1C(=O)Nc1ccccc1 | -1 | -12 | 0 | -2 | -3 | nt | nt
Cc1noc(C)c1NC(=O)N(C)C[C@@H]1Oc2c(NS(=O)(=O)c3ccccc3)cccc2C(=O)N([C@H](C)CO)C[C@H]1C | -11 | -10 | -1 | 1 | 2 | 0 | 0.0
CO[C@@H]1CN(C)C(=O)c2cc(NC(=O)NC(C)C)ccc2OC[C@H](C)N(Cc2cncnc2)C[C@@H]1C | nt | nt | 0 | nt | 4 | nt | 0.1
COc1ccc(C2c3[nH]c4ccccc4c3CCN2CCCn2cccn2)c(C)c1C (stereo not given) | -1 | -6 | -38 | -1 | 4 | -10 | -0.6
CCCCCC(C)NC(=O)c1cc(S(=O)(=O)N2CCCCC2)ccc1N1CCOCC1 (stereo not given) | 24 | -8 | -1 | -4 | 0 | 1 | nt
O=C(COc1ccc([N+](=O)[O-])cc1Cl)NCC1CCCO1 (stereo not given) | -3 | 9 | nt | 3 | nt | -4 | 0.8
C[C@H]1CN([C@@H](C)CO)C(=O)Cc2cc(NS(=O)(=O)c3ccc(Cl)cc3)ccc2O[C@H]1CN(C)Cc1ccc(Oc2ccccc2)cc1 | -6 | 7 | -5 | -25 | -1 | 11 | -0.2
O=C(N[C@@H]1CC[C@H](CCNS(=O)(=O)Cc2ccccc2)O[C@H]1CO)c1ccc2c(c1)OCO2 | -2 | 10 | 7 | 19 | 1 | 0 | 0.3
C=C(C)C1CC=C(C)C(=NNC(=O)c2ccncc2)C1 (stereo not given) | 8 | 0 | 3 | 4 | 5 | nt | 0.1
C=CCNC(=O)C1CCN(C(=O)c2ccc(-c3ccccc3)cc2)CC1 | -7 | -1 | 3 | 1 | 1 | -1 | 1.6
Fc1ccc(C2CCNCC2COc2ccc3c(c2)OCO3)cc1 (stereo not given) | -4 | 2 | -24 | 2 | -2 | -3 | -0.3
CC(C)[C@H](CO)N(Cc1cccc(F)c1)c1nc(Nc2cccc(Cl)c2)c2ncn(C(C)C)c2n1 | 12 | -14 | -16 | 2 | 7 | nt | 0.3
O=C1NC[C@H](CCCCN2CCN(CCc3ccccc3)C(=O)C2=O)N(Cc2ccccc2)C1=O | 2 | -2 | nt | 1 | nt | -4 | -0.1
C[C@@H]1CCCCO[C@@H](CN(C)Cc2ccc(Cl)c(Cl)c2)[C@@H](C)CN([C@H](C)CO)C(=O)c2cc(NS(C)(=O)=O)ccc2O1 | 3 | 8 | -15 | 12 | -2 | 0 | -0.1
CCC1NC(=O)c2ccccc2N1c1cccc(Cl)c1 (stereo not given) | -6 | -1 | 11 | -1 | -25 | -4 | 0.0
CCN(C(=O)c1cc2c(=O)n3ccccc3nc2n1CCCOC)C1CCCCC1 | 7 | -1 | -43 | -1 | 2 | -33 | nt
C[C@@H]1CN([C@@H](C)CO)C(=O)Cc2cc(NC(=O)Nc3cccc4ccccc34)ccc2O[C@@H]1CN(C)C(=O)Nc1cccc2ccccc12 | -14 | -4 | 1 | 7 | 1 | 1 | 1.0
Cc1c(C)c2c(OCC(=O)NC3CC3)cc3c(c2oc1=O)CCC(C)(C)O3 | 9 | 6 | 0 | -7 | 3 | -7 | nt
CC1(c2cccc3ccccc23)NC(=O)N(CC(=O)NC2CCS(=O)(=O)C2)C1=O (stereo not given) | 11 | 5 | nt | -3 | nt | -1 | nt
NC(c1csc(Nc2nncc3ccccc23)n1)C1CCCCC1 (stereo not given) | 3 | -8 | -13 | -7 | -10 | 2 | 1.1
COc1ccc(S(=O)(=O)Nc2ccc3c(c2)CC(=O)N([C@H](C)CO)C[C@H](C)[C@@H](CN(C)S(=O)(=O)c2ccc(Cl)cc2)O3)cc1 | -2 | 10 | 58 | -15 | 2 | 13 | 0.1
Cc1cn2c(=O)c(C(=O)NCc3ccc4c(c3)OCO4)cnc2s1 | 6 | -2 | 0 | 0 | 4 | -2 | 0.2
O=C(NC1CCCCC1)[C@H]1[C@H](CO)[C@H]2Cn3c(cccc3=O)[C@@H]1N2CC1CCCC1 | 0 | -1 | nt | 5 | nt | 3 | 0.0
CO[C@H]1CN(C)C(=O)c2cc(NC(=O)C3CCCCC3)ccc2OC[C@@H](C)N(C)C[C@@H]1C | 13 | 3 | -2 | 12 | 4 | 0 | -0.2
Cc1cc2c(cc1S(=O)(=O)NCc1ccccc1)OCC(=O)N2 | -3 | -2 | -11 | 0 | -7 | -5 | 0.7
COc1ccc(CN(C)C(=O)CSc2nnc(C3CC3)n2C2CC2)cc1 | 12 | -14 | nt | -3 | nt | 0 | nt

Some of the entries so far, as tab-separated lines:
SMILES	ERp5 inh	DENV2 CPE rescue	Statin myotox sup	S100A4 inh HTS	PglD DTNB	SIRT5 block	E-sel inducer
C=C(C)C1CC=C(C)C(=NNC(=O)c2ccncc2)C1 (stereo not given)	8	0	3	4	5	nt	0.1
C=CCNC(=O)C1CCN(C(=O)c2ccc(-c3ccccc3)cc2)CC1	-7	-1	3	1	1	-1	1.6
Fc1ccc(C2CCNCC2COc2ccc3c(c2)OCO3)cc1 (stereo not given)	-4	2	-24	2	-2	-3	-0.3
CC(C)[C@H](CO)N(Cc1cccc(F)c1)c1nc(Nc2cccc(Cl)c2)c2ncn(C(C)C)c2n1	12	-14	-16	2	7	nt	0.3
O=C1NC[C@H](CCCCN2CCN(CCc3ccccc3)C(=O)C2=O)N(Cc2ccccc2)C1=O	2	-2	nt	1	nt	-4	-0.1
C[C@@H]1CCCCO[C@@H](CN(C)Cc2ccc(Cl)c(Cl)c2)[C@@H](C)CN([C@H](C)CO)C(=O)c2cc(NS(C)(=O)=O)ccc2O1	3	8	-15	12	-2	0	-0.1
CCC1NC(=O)c2ccccc2N1c1cccc(Cl)c1 (stereo not given)	-6	-1	11	-1	-25	-4	0.0
CCN(C(=O)c1cc2c(=O)n3ccccc3nc2n1CCCOC)C1CCCCC1	7	-1	-43	-1	2	-33	nt

High-throughput results (PubChem BioAssay)

Some of the compounds tested; count on the stated rates, not on these rows.
